H9c2 TAG inh: reduces triacylglycerol accumulation in H9c2 cells | 0.66% of 230,000 active | inhibition, % at 12.5 µM | Nile Red lipid (TAG) fluorescence; cells loaded with 200 µM oleic acid;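 active means pattern-corrected inhibition of lipid staining of at least 50% with the nuclear-stain viability signal not falling by more than 50%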;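 further: 0% = DMSO wells and 100% = triacsin C control wells; some results filed as inactive read as strong as hits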
H9c2 TAG inh DAPI viability: recorded beside H9c2 TAG inh, whose call it bears; DAPI nuclei signal change (viability), lower = more cytotoxic, %;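 whole-well DAPI fluorescence read on a plate reader as a viability signal; minus 50 percent equals half of cells still viable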
An asterisk follows results filed as active.

What do the screens show for `N#CCCn1ncn(-c2ccccc2)c1=S`?
H9c2 TAG inh: 7; H9c2 TAG inh DAPI viability: -5

What do the screens show for `CCn1cnnc1SCC(=O)NCC1COc2ccccc2O1` (stereo not drawn)?
H9c2 TAG inh: -2; H9c2 TAG inh DAPI viability: 3

What do the screens show for `O=C1CCC(=O)N1CN(C(=O)c1ccco1)c1ccc(Cl)c(Cl)c1`?
H9c2 TAG inh: -5; H9c2 TAG inh DAPI viability: -12

How did COc1ccc(-c2csc(C(O)c3ccc(OC)cc3)n2)cc1 (stereo not drawn) do in these assays?
H9c2 TAG inh: -53; H9c2 TAG inh DAPI viability: 4

What do the screens show for `CCCCn1c(N)c(N(CC)C(=O)c2cccc(S(=O)(=O)N3CCN(C)CC3)c2)c(=O)[nH]c1=O`?
H9c2 TAG inh: -3; H9c2 TAG inh DAPI viability: 6

Results for Oc1ccc(-c2c(C3=CCCCC3)sc3ccccc23)cc1 ?
H9c2 TAG inh: 19; H9c2 TAG inh DAPI viability: 6

Results for COc1ccccc1C(CNC(=O)CN(C)S(=O)(=O)c1ccc(C)cc1)N1CCCC1 (stereo not drawn) ?
H9c2 TAG inh: -12; H9c2 TAG inh DAPI viability: -8

What do the screens show for `COc1ccccc1CNC(=O)Nc1nc(C(N)Cc2ccc(Cl)cc2)cs1` (stereo not drawn)?
H9c2 TAG inh: 107; H9c2 TAG inh DAPI viability: -53

How did COC(=O)[C@H]1C[C@@]2(O)CN(S(=O)(=O)c3ccc(C)cc3)C[C@@]2(OC(=O)NC2CC2)C[C@H]1C(=O)OC do in these assays?
H9c2 TAG inh: -7; H9c2 TAG inh DAPI viability: 3

What do the screens show for `COc1ccccc1OCC(O)Cn1nc(C)cc1C` (stereo not drawn)?
H9c2 TAG inh: -1; H9c2 TAG inh DAPI viability: -2

What do the screens show for `CC(=O)NC12CC3CC(C1)CC(C(=O)N1CCN(S(=O)(=O)c4ccccc4[N+](=O)[O-])CC1)(C3)C2`?
H9c2 TAG inh: 7; H9c2 TAG inh DAPI viability: -11

Results for COc1ccc(CCn2c(C3CCCCC3)nc3c(c(=O)c4ccccc4n3C)c2=O)cc1OC ?
H9c2 TAG inh: -11; H9c2 TAG inh DAPI viability: -13

What do the screens show for `CC1(C(=O)Nc2ccc3c(c2)OCO3)CCN1C(=O)C1(c2ccc(Cl)cc2)CC1` (stereo not drawn)?
H9c2 TAG inh: -24; H9c2 TAG inh DAPI viability: 35

How did Cc1cc(C)cc(N(CCC#N)C(=O)COC(=O)C2CCN(S(=O)(=O)c3ccc(C)c(C)c3)CC2)c1 do in these assays?
H9c2 TAG inh: -21; H9c2 TAG inh DAPI viability: 2

How did COc1ccc(NC(=O)c2cc(-c3cc(Cl)ccc3C)n[nH]2)cn1 do in these assays?
H9c2 TAG inh: 4; H9c2 TAG inh DAPI viability: 11

Molecules shown so far with a cyano group (two):
What do the screens show for `N#CCCn1ncn(-c2ccccc2)c1=S`?
H9c2 TAG inh: 7; H9c2 TAG inh DAPI viability: -5

How did Cc1cc(C)cc(N(CCC#N)C(=O)COC(=O)C2CCN(S(=O)(=O)c3ccc(C)c(C)c3)CC2)c1 do in these assays?
H9c2 TAG inh: -21; H9c2 TAG inh DAPI viability: 2

Additional entries follow.
Results for CN(c1ccccc1)S(=O)(=O)c1ccc2c(c1)oc(=O)n2C ?
H9c2 TAG inh: -1; H9c2 TAG inh DAPI viability: -9

How did O=C(CSc1ccc(-c2ccccn2)nn1)c1ccc(F)cc1 do in these assays?
H9c2 TAG inh: 8; H9c2 TAG inh DAPI viability: -4

How did CCc1noc(C)c1C(=O)Nc1cccc(S(=O)(=O)N(C)c2ccccc2)c1 do in these assays?
H9c2 TAG inh: 0; H9c2 TAG inh DAPI viability: -6

What do the screens show for `CC(c1ccccc1)N1C(=O)c2cccnc2C1=O` (stereo not drawn)?
H9c2 TAG inh: 2; H9c2 TAG inh DAPI viability: -11

What do the screens show for `CC(C)Oc1ccc(Cn2c(=O)sc3ccccc32)cc1`?
H9c2 TAG inh: 6; H9c2 TAG inh DAPI viability: 0

Results for CCN(C(=O)C12CC3CC(CC(C3)C1)C2)C1CCS(=O)(=O)C1 (stereo not drawn) ?
H9c2 TAG inh: 0; H9c2 TAG inh DAPI viability: -5

How did O=C1CCC2CCCCC2(O)O1 (stereo not drawn) do in these assays?
H9c2 TAG inh: -4; H9c2 TAG inh DAPI viability: -3

How did Clc1ccc(-n2nnc(-c3cccnc3Cl)n2)cn1 do in these assays?
H9c2 TAG inh: -8; H9c2 TAG inh DAPI viability: -1

What do the screens show for `C=C[C@@]1(C)CCC(/C(C)=C/C=C/C(C)(C)O)C[C@@H]1C(=C)C` (stereo partly drawn)?
H9c2 TAG inh: -24; H9c2 TAG inh DAPI viability: 2

Results for Cc1cccc(NC(=O)CNC(=O)c2cc(C3CC3)nn2-c2ccccc2)c1C ?
H9c2 TAG inh: -10; H9c2 TAG inh DAPI viability: 5

How did Cc1ccc(OCc2nc(C#N)c(N3CCCCC3)o2)cc1 do in these assays?
H9c2 TAG inh: -12; H9c2 TAG inh DAPI viability: -5

What do the screens show for `O=C(NCc1ccc(F)cc1)C1CC(=O)N(CCc2ccccc2)C1` (stereo not drawn)?
H9c2 TAG inh: 6; H9c2 TAG inh DAPI viability: -4

How did O=C(C1CC(=O)N(c2ccccc2)C1)N1CCN(c2ccccc2)CC1 (stereo not drawn) do in these assays?
H9c2 TAG inh: -9; H9c2 TAG inh DAPI viability: -9

Results for CC1SC(C)C(=O)N(CC(=O)NC2CCCCC2)C1=O (stereo not drawn) ?
H9c2 TAG inh: -1; H9c2 TAG inh DAPI viability: 9

What do the screens show for `COc1ccc(CCNCCN2CCOCC2)cc1`?
H9c2 TAG inh: 6; H9c2 TAG inh DAPI viability: -6

What do the screens show for `COC(=O)[C@@]1(Cc2ccc(OC)cc2)[C@@H]2C(=CC(=O)[C@H]2CC(=O)C(=O)N2CCCC2)CN1C(=O)c1ccccc1`?
H9c2 TAG inh: 53*; H9c2 TAG inh DAPI viability: -39*

What do the screens show for `O=C(O)c1cccnc1`?
H9c2 TAG inh: -1; H9c2 TAG inh DAPI viability: -2

What do the screens show for `CC(C)(C)NNC(=S)Nc1cccc(C(F)(F)F)c1`?
H9c2 TAG inh: -17; H9c2 TAG inh DAPI viability: 2

How did CC(=O)NS(=O)(=O)c1ccc(NC(=O)CSc2ccc(C)cc2)cc1 do in these assays?
H9c2 TAG inh: -6; H9c2 TAG inh DAPI viability: 5

What do the screens show for `NC(=O)c1ncc(C(F)(F)F)cc1Oc1cccc(C(F)(F)F)c1`?
H9c2 TAG inh: -55; H9c2 TAG inh DAPI viability: 8

Results for COc1ccc(-c2csc(-c3[nH]cnc3N)n2)cc1 ?
H9c2 TAG inh: 7; H9c2 TAG inh DAPI viability: 2

What do the screens show for `O=C(c1ccc(F)cc1)C1CCN(C(=O)c2ccccc2)CC1`?
H9c2 TAG inh: -5; H9c2 TAG inh DAPI viability: -4

How did O=C1CSc2ccccc2N1 do in these assays?
H9c2 TAG inh: 8; H9c2 TAG inh DAPI viability: -2

Results for O=C(COC(=O)c1cc([N+](=O)[O-])ccc1NCCO)Nc1cccnc1Cl ?
H9c2 TAG inh: 45; H9c2 TAG inh DAPI viability: -11

How did CC1CCCN(c2ccc(F)cc2N)C1 (stereo not drawn) do in these assays?
H9c2 TAG inh: 3; H9c2 TAG inh DAPI viability: 5

How did N[C@H]1C(O)O[C@H](CO)[C@@H](O)[C@@H]1O (stereo partly drawn) do in these assays?
H9c2 TAG inh: 5; H9c2 TAG inh DAPI viability: 2

Results for NC(=O)C1CCCN(C(=O)CN2C(=O)NC(c3ccccc3)(c3ccccc3)C2=O)C1 (stereo not drawn) ?
H9c2 TAG inh: 0; H9c2 TAG inh DAPI viability: -5

How did O=C(O)c1ccc(CN2C[C@@H](CO)O[C@@H](n3cnc4c(NCc5ccc(F)cc5)ncnc43)C2)cc1 do in these assays?
H9c2 TAG inh: 12; H9c2 TAG inh DAPI viability: -10

How did O=S(=O)(/N=C(/NS(=O)(=O)c1ccccc1)c1ccccc1)c1ccccc1 do in these assays?
H9c2 TAG inh: 0; H9c2 TAG inh DAPI viability: -2

What do the screens show for `COc1ccc(-c2cc(C(=O)N3CCN(c4cccc(C)c4C)CC3)c3ccccc3n2)cc1OC`?
H9c2 TAG inh: 19; H9c2 TAG inh DAPI viability: 24

3 entries drawn at random from the list so far, as already listed:
Results for CN(c1ccccc1)S(=O)(=O)c1ccc2c(c1)oc(=O)n2C ?
H9c2 TAG inh: -1; H9c2 TAG inh DAPI viability: -9

How did N[C@H]1C(O)O[C@H](CO)[C@@H](O)[C@@H]1O (stereo partly drawn) do in these assays?
H9c2 TAG inh: 5; H9c2 TAG inh DAPI viability: 2

How did O=C1CSc2ccccc2N1 do in these assays?
H9c2 TAG inh: 8; H9c2 TAG inh DAPI viability: -2

The list goes on:
How did Cc1cc(Cl)ccc1OCC(=O)NCC(c1cccs1)N1CCOCC1 (stereo not drawn) do in these assays?
H9c2 TAG inh: -38; H9c2 TAG inh DAPI viability: -7

What do the screens show for `O=C(Nc1nnc(SCc2ccccc2)s1)c1cc2c(s1)CCCC2`?
H9c2 TAG inh: 4; H9c2 TAG inh DAPI viability: -9

Results for COc1ccc(OCc2n[nH]c(=S)n2N)cc1 ?
H9c2 TAG inh: 5; H9c2 TAG inh DAPI viability: -3

Results for CCCCNC(=S)NCc1ccc2[nH]c(C)cc2c1 ?
H9c2 TAG inh: -2; H9c2 TAG inh DAPI viability: -5

What do the screens show for `O=C(O)CCc1ccc(-c2ccc(Cl)cc2)o1`?
H9c2 TAG inh: 5; H9c2 TAG inh DAPI viability: -5

Results for CC1CC(C)(C)CC2(C1)NC(=O)N(CC(=O)N1CCN(Cc3ccc(C#N)cc3)CC1)C2=O (stereo not drawn) ?
H9c2 TAG inh: -26; H9c2 TAG inh DAPI viability: -7

How did Cc1cccc2sc(N(CCCN(C)C)C(=O)COc3ccc(Cl)cc3)nc12 do in these assays?
H9c2 TAG inh: 4; H9c2 TAG inh DAPI viability: 8

What do the screens show for `Fc1ccc2c(c1)/C(=N/Nc1ccccn1)CCS2`?
H9c2 TAG inh: 18; H9c2 TAG inh DAPI viability: 3

How did O=C(COC(=O)c1cc(-c2cccc3ccccc23)nc2ccccc12)NC1CCS(=O)(=O)C1 (stereo not drawn) do in these assays?
H9c2 TAG inh: 11; H9c2 TAG inh DAPI viability: 12

How did O=C(COC(=O)/C=C/c1cnc2ccccc2n1)NCC(F)(F)F do in these assays?
H9c2 TAG inh: 0; H9c2 TAG inh DAPI viability: -3

What do the screens show for `CCOC(=O)COc1cc2oc(=O)cc(C)c2cc1[N+](=O)[O-]`?
H9c2 TAG inh: 6; H9c2 TAG inh DAPI viability: -2

What do the screens show for `CCn1cc(C(=O)O)c(=O)c2cnc(N3CCN(C(=S)Nc4ccccc4Cl)CC3)nc21`?
H9c2 TAG inh: -3; H9c2 TAG inh DAPI viability: 13

How did O=c1c2cccc(Cl)c2nc2n1Cc1ccccc1-2 do in these assays?
H9c2 TAG inh: -12; H9c2 TAG inh DAPI viability: 12

How did Cc1ccc(C(=O)NCCCN2CCOCC2)c(C)c1 do in these assays?
H9c2 TAG inh: 1; H9c2 TAG inh DAPI viability: -5

Results for COc1cc(C(=O)OCC(=O)c2c[nH]c3ccccc23)ccc1OCC(=O)N1CCOCC1 ?
H9c2 TAG inh: 21; H9c2 TAG inh DAPI viability: 2

What do the screens show for `O=C(CSc1nnc(Cc2cc(=O)[nH]c(=O)[nH]2)n1-c1ccccc1)N1CCCC1`?
H9c2 TAG inh: -4; H9c2 TAG inh DAPI viability: -3

What do the screens show for `C[C@]12CC[C@H](O)CC1=CCC1C2CC[C@@]2(C)C1CC[C@@H]2NCc1ccccc1` (stereo partly drawn)?
H9c2 TAG inh: 8; H9c2 TAG inh DAPI viability: -1

How did O=C(O)/C=C\c1ccccc1Oc1ccc(F)cc1 do in these assays?
H9c2 TAG inh: 1; H9c2 TAG inh DAPI viability: -5

What do the screens show for `Cc1[nH]c2ccccc2c1-c1csc(NC(=O)CN2CCOCC2)n1`?
H9c2 TAG inh: 1; H9c2 TAG inh DAPI viability: 5

How did C[C@@H]1CN([C@@H](C)CO)C(=O)CCCn2nncc2CO[C@H]1CN(C)Cc1cccnc1 do in these assays?
H9c2 TAG inh: -8; H9c2 TAG inh DAPI viability: 3

Results for O=C(O)c1ccc(COc2ccc3ccccc3c2)o1 ?
H9c2 TAG inh: 3; H9c2 TAG inh DAPI viability: 5

What do the screens show for `O=C(COC(=O)C1(c2ccc(Cl)cc2)CCCC1)NCc1ccco1`?
H9c2 TAG inh: 11; H9c2 TAG inh DAPI viability: 4

How did COc1ccc(CC(=O)N2CCC(CCC(=O)Nc3ccccc3)CC2)cc1 do in these assays?
H9c2 TAG inh: -24; H9c2 TAG inh DAPI viability: -10

What do the screens show for `CN(C)C(=S)N=c1ssc(=S)n1Cc1ccccc1`?
H9c2 TAG inh: 46; H9c2 TAG inh DAPI viability: -21

Results for CC(C)CN(C(=O)CCCSc1nc2ccccc2[nH]1)c1c(N)n(Cc2ccccc2)c(=O)[nH]c1=O ?
H9c2 TAG inh: 6; H9c2 TAG inh DAPI viability: 3

4 entries already listed, ordered by length of the SMILES, ascending:
How did O=C(O)/C=C\c1ccccc1Oc1ccc(F)cc1 do in these assays?
H9c2 TAG inh: 1; H9c2 TAG inh DAPI viability: -5

What do the screens show for `Cc1[nH]c2ccccc2c1-c1csc(NC(=O)CN2CCOCC2)n1`?
H9c2 TAG inh: 1; H9c2 TAG inh DAPI viability: 5

How did COc1ccc(CC(=O)N2CCC(CCC(=O)Nc3ccccc3)CC2)cc1 do in these assays?
H9c2 TAG inh: -24; H9c2 TAG inh DAPI viability: -10

What do the screens show for `C[C@]12CC[C@H](O)CC1=CCC1C2CC[C@@]2(C)C1CC[C@@H]2NCc1ccccc1` (stereo partly drawn)?
H9c2 TAG inh: 8; H9c2 TAG inh DAPI viability: -1

This is a subset (hit frequency here may not be typical).
